Bioassay records as filed in PubChem.
All columns: NCI-60 one-dose screen, growth in % after 48 h at 10 µM unless noted; 100 = growth as untreated, 0 = no growth, -100 = all killed.
OVCAR-3: OVCAR-3 ovarian cancer; 79,000 tested, 7% active
NCI-H226: NCI-H226 lung cancer; 79,000 tested, 3.5% active; AID 1794732
IGROV1: IGROV1 ovarian cancer. AID 1794786. 79,000 tested, 4.7% active
OVCAR-4: OVCAR-4 ovarian cancer cells | AID 1794784 | 80,000 tested, 3.7% active
SK-OV-3: SK-OV-3 ovarian cancer cells | 80,000 tested, 3.2% active | AID 1794785
NCI-H23: NCI-H23 lung cancer; 80,000 tested, 4% active; AID 1794731
OVCAR-5: OVCAR-5 ovarian cancer. 82,000 tested, 2.9% active
SN12C: SN12C renal cancer cells. 81,000 tested, 3.8% active. AID 1794767
NCI/ADR-RES: NCI/ADR-RES ovarian cells. 81,000 tested, 4.4% active
Starred values were filed as active, the others as inactive; nt = no result given; & = joins results of further samples. Rule for the calls: active = growth percent below 10; inactive = the rest.

Screens in order – OVCAR-3	NCI-H226	IGROV1	OVCAR-4	SK-OV-3	NCI-H23	OVCAR-5	SN12C	NCI/ADR-RES
(1) Nc1ncc(-c2cccc(NS(=O)(=O)c3ccc(Br)cc3)c2)[nH]1
→ nt	90	96	99	105	99	97	102	98
(2) CCOC(=O)c1c[nH]c2ccc([N+](=O)[O-])cc12
→ 110	114	116	97	91	102	100	99	99
(3) CCOC(=O)c1ccc(Nc2sc(C(=O)c3ccc(Br)cc3)c(N)c2C#N)cc1
→ -6.4*	56	31	71	12	45	47	44	22
(4) COc1ccc(-c2cc(-c3nnc(SCC(=O)Nc4ccc(Cl)cc4)n3-c3ccccc3)c3ccccc3n2)cc1
→ 115	102	107	99	92	102	100	97	98
(5) Cc1nn(-c2ccc(-c3ccc(OC(F)(F)F)cc3)cc2)c2nc[nH]c(=O)c12
→ 120	91	109	102	111	97	115	105	114
(6) Cc1ncc(CCO)c2c1OC(C)(C)OC2
→ 108	99	98	107	99	101	106	100	102
(7) O=S(=O)(c1cnc2c(c1)Oc1ccccc1-c1cc(CN3CCCC3)nn1-2)N1CCCC1
→ 103	80	109	103	107	101	96	94	96
(8) O=[N+]([O-])c1ccc(Sc2ncccn2)c([N+](=O)[O-])c1
→ 7.8*	96	-9.0*	52	95	54	81	59	54
(9) Cc1ccc(C)c2c1sc1nncn12
→ 100	96	76	100	103	103	111	99	104
(10) O=C1Nc2c(ccc(Cl)c2Cl)/C1=C\c1cc(C(F)(F)F)cc(C(F)(F)F)c1
→ -34*	25	3.1*	9.7*	60	13	-29*	14	8.3*
(11) OC1(c2ccccc2)CN(Cc2ccccc2)CC(c2ccccc2)O1 (stereo not given)
→ 105	96	108	nt	101	81	103	100	77
(12) O=C(OCc1ccccc1)c1ccc(O)cc1
→ nt	91	87	nt	96	93	98	95	96
(13) OC(c1cc2c(Cl)cc(Cl)cc2c2cc(C(F)(F)F)ccc12)C1CCCCN1 (stereo not given)
→ -86*	-66*	-68*	nt	-18*	-78*	-79*	-79*	-60*
(14) BrCc1c(-c2ccc(Br)cc2)oc(-c2ccc(Br)cc2)c1Br
→ 103	94	nt	100	98	91	115	114	101
(15) COc1ccc(C(=O)/C=C/c2cc(-c3cc(OC)c(OC)c(OC)c3)n[nH]2)cc1
→ 11	53	43	46	26	87	48	25	26
(16) COc1cccc(/C=C/C(=O)c2c(C)nc3ccccc3c2/C=C/c2ccc(C)cc2)c1OC
→ 52	63	36	57	85	50	68	52	41
(17) CCCCCCCCNC(=O)C(C)O (stereo not given)
→ 107	92	113	105	110	108	105	108	110
(18) CN(C)CC(CN(C)C)C(O)c1ccccc1 (stereo not given)
→ 115	97	106	102	103	106	106	103	100
(19) CCN(CC)Cc1cc(Nc2ccnc3cc(Cl)ccc23)ccc1O
→ 88	105	88	94	116	99	98	82	94
(20) CC(C)(C)C(=O)/C=C/c1ccc(-c2ccccc2)cc1
→ 105	92	100	91	107	90	118	87	96
(21) COc1cc(Cl)cc(-c2nn(-c3cccc(NC(=O)c4cccc(C(F)(F)F)c4)c3)cc2-c2ccncc2)c1
→ 52	69	81	72	82	56	84	66	47
(22) COC(=O)C1=C(O)CON(c2ccccc2)C1c1ccccc1 (stereo not given)
→ 107	112	100	101	116	105	103	99	104
(23) CC1CC(OC(=O)C(O)c2ccccc2)CC(C)(C)C1 (stereo not given)
→ 121	108	118	109	115	96	105	109	108
(24) O=C(O)c1ccc(-n2cc(/C=N/Nc3c(F)c(F)cc(F)c3F)c(-c3ccc(O)cc3)n2)cc1
→ 101	97	109	103	89	89	101	103	109
(25) CC(C)C[C@@H](NC(=O)[C@@H](CCCCN)NC(=O)CCCCCN)C(=O)N[C@H](C)C(=O)N[C@H](CCCCN)C(=O)N[C@H](CC(C)C)C(=O)N[C@H](C)C(=O)N[C@H](CCCCN)C(=O)N[C@H](CCCCN)C(=O)N[C@H](CC(C)C)C(=O)N[C@H](C)C(=O)N[C@H](CCCCN)C(=O)N[C@H](CC(C)C)C(=O)N[C@H](C)C(=O)N[C@H](CCCCN)C(=O)N[C@H](C)C(=O)N[C@H](CCCCN)C(N)=O
→ 100	99	107	109	99	103	99	99	105
(26) CCOC(=O)C1C(C(=O)OCC)C2C(=O)C3C(C(=O)OCC)C(C(=O)OCC)C3C(=O)C12 (stereo not given)
→ 114	100	118	nt	109	99	108	94	56
(27) COc1ccc(-c2ccc(-c3ccc(C(=N)N)s3)s2)cc1
→ -81*	-51*	-57*	-56*	-89*	-70*	-93*	-52*	-62*
(28) Cc1ccc(C(O)c2ccccc2Cl)c(C)c1 (stereo not given)
→ 106	101	nt	101	94	96	90	100	98
(29) COc1ccc(N2CCN(S(=O)(=O)c3ncsc3-c3ccccc3)CC2)cc1
→ nt	94	110	95	110	104	102	106	106
(30) CCCCCCCCCCCCCCCCCC(=O)NCO
→ 109	94	106	104	115	94	102	108	101
(31) CCc1n(Cc2ccc3ccccc3c2)cc[n+]1Cc1ccc2ccccc2c1
→ -16*	6.7*	-22*	2.4*	9.9*	-15*	8.9*	6.4*	93
(32) CCC(O)C(F)(F)C(F)(F)F (stereo not given)
→ 113	92	117	122	102	95	105	96	104
(33) CC1=NN(c2nc3ccccc3nc2Cc2ccccc2)C(=O)C1
→ 114	90	111	nt	111	97	111	103	93
(34) COc1cc(/C=N/Nc2ncc(-c3cc4cc5c(cc4o3)OCO5)s2)cc(OC)c1OC
→ 67	77	67	69	nt	53	98	71	26
(35) COC(=O)c1cc[n+]([O-])cc1
→ 128	105	121	118	109	103	107	104	105
(36) Cc1cccc(NC(=O)[C@@H]2c3ccccc3C(=O)N(c3ccc(O)cc3)[C@H]2c2ccc(O)cc2)n1
→ 106	100	100	106	124	99	96	95	103
(37) CCCCCCNC(=O)Oc1ccc(/C(=C(\C)c2ccccc2)c2ccc(OCCCN(C)C)cc2)cc1
→ 90	104	80	87	96	83	86	81	81
(38) CCOC(=O)c1ccc(NC(=O)Nc2ccc(-c3cccs3)nc2C)cc1
→ 91	104	110	125	102	100	120	102	107
(39) COc1cccc(-c2nc3sccn3c2-c2ccnc(NCCN3CCCN(C(=O)OC(C)(C)C)S3(=O)=O)n2)c1
→ 96	72	56	88	60	77	115	71	69
(40) Cn1cc(-c2cc(N)n3nc(-c4cn(C)c5ccc(F)cc45)cc3n2)c2cc(F)ccc21
→ -1.0*	106	43	24	128	nt	88	12	67
(41) COc1ccc(C2=NN(C(C)=O)C(c3cc(-c4cc5ccccc5o4)n(-c4ccccc4)n3)C2)cc1OC (stereo not given)
→ 109	98	108	101	93	97	95	89	100
(42) Cc1ccc(S(=O)(=O)NNC(=O)c2ccccc2N)cc1
→ 110	105	115	107	98	96	106	91	107
(43) C=CCNCCC#N
→ 114	93	108	106	103	113	108	109	117
(44) O/N=C(/CSc1nnc(-c2cc(-c3ccccc3)nc3ccccc23)o1)c1ccccc1
→ 99	109	105	67	103	94	103	91	94
(45) CC1(C)C(O)NC(Cl)=C(C#N)C1(C#N)C#N (stereo not given)
→ 229	135	-11*	107	108	92	83	127	103
(46) CCCSc1nc(Nc2ccc(/C(C)=N\NC(N)=S)cc2)c(C#N)c(-c2ccccc2)n1
→ 31	49	87	59	125	nt	86	78	53
(47) CC(=O)O[C@H]1C[C@@]2(C)[C@@H](C[C@@H](O)[C@H]3[C@@]4(C)CC[C@H](O)[C@@H](C)[C@@H]4CC[C@@]32C)/C1=C(\CCC(Br)C(C)(C)N1CC=CCC1)C(=O)O (stereo not given in full)
→ 107	89	112	103	108	101	114	96	97
(48) Cc1cc(C)c2c(Nc3ncnc4c3sc3ncccc34)csc2n1
→ 112	84	80	107	110	102	97	95	106
(49) COc1cc(/C=C/C(=O)C2=C(/C=C/c3ccc(O)c(OC)c3)NC(=O)NC2c2ccc(Cl)cc2)ccc1O (stereo not given)
→ 106	91	105	91	104	nt	92	96	105
(50) Fc1ccc(/C=N/Nc2ncc(-c3cc4cc5c(cc4o3)OCO5)s2)cc1
→ 120	97	104	40	nt	71	98	93	85

Next compounds follow.
Screens in order – OVCAR-3	NCI-H226	IGROV1	OVCAR-4	SK-OV-3	NCI-H23	OVCAR-5	SN12C	NCI/ADR-RES
(51) Nc1c(N=Nc2ccc(S(=O)(=O)O)cc2)cc(S(=O)(=O)O)c2ccc(N=Nc3ccc([N+](=O)[O-])cc3)c(O)c12
→ 100	106	93	98	105	92	115	98	105
(52) Oc1ccc(-c2[nH]ncc2-c2c[nH]c3ccccc23)cc1
→ 99	94	94	86	109	94	98	91	101
(53) CSc1nn2c(-c3ccc(F)cc3)ccnc2c1C#N
→ 102	97	102	84	107	95	94	100	99
(54) CN(C)c1ccc([C@H]2C[C@]3(C)[C@@H](CC[C@]3(O)CCCO)[C@@H]3CCC4=CC(=O)CCC4=C32)cc1
→ 107	86	97	98	84	98	103	94	101
(55) C1CCC2(CC1)CCCN2
→ 102	nt	107	105	95	97	98	106	99
(56) O=C(Nc1cccc(Cl)c1)c1cc([N+](=O)[O-])ccc1O
→ 42	68	62	46	60	26	69	55	56
(57) O=C(NO)c1ccc(-c2nc3ccc4[nH]ncc4c3c3c2CCCC3)cc1
→ -57*	-29*	-19*	-4.7*	21	-57*	-1.7*	-14*	-4.4*
(58) Cc1nn(-c2ccccc2)c2ncn(CC(=O)Nc3ccc(C(=O)N[C@@H](CCC(=O)O)C(=O)O)cc3)c(=O)c12
→ 109	101	105	101	89	100	91	103	97
(59) NC(=S)N/N=C/c1ccc[nH]1
→ 103	104	92	113	101	96	100	98	95
(60) CN(C)CCN1C(=O)c2cccc3c(N)ccc(c23)C1=O
→ 22	24	28	42	32	44	36	34	40
(61) O=C(Nc1ccc(N=Cc2ccccc2O)cc1)NC1C=c2ccccc2=CC1 (stereo not given)
→ 99	88	108	116	103	100	103	102	101
(62) Cc1cnc2c(C)cccn2c1=O
→ 97	84	83	113	82	97	121	96	104
(63) Cn1cc(C(=O)c2nc(-c3c[nH]c4ccccc34)no2)c2ccccc21
→ 13	57	26	57	70	66	66	91	64
(64) Nc1ncnc2c1ncn2C1CCCO1 (stereo not given)
→ 93	99	116	83	104	107	116	104	117
(65) CC(C)CNC(=O)c1ccccc1C(=O)NC1(C(=O)NCC(C)C)CCCC1
→ 109&116	103&99	102&111	111&107	100&107	108&100	98&99	107&100	105&106
(66) COc1cccc(Nc2sc(C(=O)c3cc4cc(Cl)ccc4o3)c(N)c2C#N)c1
→ 109	103	100	110	99	92	102	104	101

Compounds from the list above with an NH in an aromatic ring, in the order listed:
Screens in order – OVCAR-3	NCI-H226	IGROV1	OVCAR-4	SK-OV-3	NCI-H23	OVCAR-5	SN12C	NCI/ADR-RES
(1) Nc1ncc(-c2cccc(NS(=O)(=O)c3ccc(Br)cc3)c2)[nH]1
→ nt	90	96	99	105	99	97	102	98
(2) CCOC(=O)c1c[nH]c2ccc([N+](=O)[O-])cc12
→ 110	114	116	97	91	102	100	99	99
(5) Cc1nn(-c2ccc(-c3ccc(OC(F)(F)F)cc3)cc2)c2nc[nH]c(=O)c12
→ 120	91	109	102	111	97	115	105	114
(15) COc1ccc(C(=O)/C=C/c2cc(-c3cc(OC)c(OC)c(OC)c3)n[nH]2)cc1
→ 11	53	43	46	26	87	48	25	26
(52) Oc1ccc(-c2[nH]ncc2-c2c[nH]c3ccccc23)cc1
→ 99	94	94	86	109	94	98	91	101
(57) O=C(NO)c1ccc(-c2nc3ccc4[nH]ncc4c3c3c2CCCC3)cc1
→ -57*	-29*	-19*	-4.7*	21	-57*	-1.7*	-14*	-4.4*
(59) NC(=S)N/N=C/c1ccc[nH]1
→ 103	104	92	113	101	96	100	98	95
(63) Cn1cc(C(=O)c2nc(-c3c[nH]c4ccccc34)no2)c2ccccc21
→ 13	57	26	57	70	66	66	91	64
